# Screens (PubChem BioAssay)
# Hck Nef HTS = blocks Nef-activated human Hck kinase; inhibition, % at 20 µM; Recombinant Hck-YEEI plus Nef, Z-Lyte FRET kinase assay; 0.68% of 220,000 active; P08631;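 active = Hck-Nef kinase inhibition above about 50%, limit read from the data; inactive = inhibition below that limit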;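 note: 0% = DMSO with Hck plus Nef and 100% = Hck alone without Nef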
# Target sequence (P08631 whole entry, looked up): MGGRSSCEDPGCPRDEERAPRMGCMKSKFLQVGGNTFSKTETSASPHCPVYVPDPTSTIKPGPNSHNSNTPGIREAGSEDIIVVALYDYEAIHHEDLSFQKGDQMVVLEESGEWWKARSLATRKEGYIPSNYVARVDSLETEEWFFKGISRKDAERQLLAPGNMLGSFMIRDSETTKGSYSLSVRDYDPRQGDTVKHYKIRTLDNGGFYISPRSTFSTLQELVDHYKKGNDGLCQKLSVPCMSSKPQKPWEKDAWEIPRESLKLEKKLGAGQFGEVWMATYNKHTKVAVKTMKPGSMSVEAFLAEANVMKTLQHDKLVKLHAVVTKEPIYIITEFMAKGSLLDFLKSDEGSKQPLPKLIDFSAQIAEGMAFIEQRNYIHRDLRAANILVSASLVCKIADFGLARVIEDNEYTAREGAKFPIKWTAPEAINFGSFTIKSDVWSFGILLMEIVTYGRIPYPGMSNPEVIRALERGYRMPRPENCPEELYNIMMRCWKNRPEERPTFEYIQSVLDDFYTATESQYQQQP
# FXIIa inh = blocks human coagulation factor XIIa protease activity | P00748 | purified FXIIa, Boc-QGR-AMC fluorogenic substrate, 2 h | inhibition, % at 5 µM | 0.3% of 220,000 active; in the data active = inhibition above about 40%;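 note: 0% = enzyme with no compound and 100% = blank without enzyme; many of its hits are not listed in these tables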
# Target sequence (P00748 20-372 limits assumed): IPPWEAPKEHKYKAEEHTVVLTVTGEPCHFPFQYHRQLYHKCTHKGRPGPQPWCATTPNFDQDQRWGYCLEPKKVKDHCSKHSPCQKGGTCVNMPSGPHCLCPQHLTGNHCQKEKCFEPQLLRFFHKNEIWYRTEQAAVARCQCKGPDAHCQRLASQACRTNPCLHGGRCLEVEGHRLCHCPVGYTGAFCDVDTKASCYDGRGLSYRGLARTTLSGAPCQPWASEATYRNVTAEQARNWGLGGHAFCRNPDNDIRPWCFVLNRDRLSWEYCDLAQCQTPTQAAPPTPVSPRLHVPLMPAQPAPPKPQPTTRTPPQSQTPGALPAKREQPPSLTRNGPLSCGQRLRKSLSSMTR
# Target sequence (P00748 373-615 limits assumed): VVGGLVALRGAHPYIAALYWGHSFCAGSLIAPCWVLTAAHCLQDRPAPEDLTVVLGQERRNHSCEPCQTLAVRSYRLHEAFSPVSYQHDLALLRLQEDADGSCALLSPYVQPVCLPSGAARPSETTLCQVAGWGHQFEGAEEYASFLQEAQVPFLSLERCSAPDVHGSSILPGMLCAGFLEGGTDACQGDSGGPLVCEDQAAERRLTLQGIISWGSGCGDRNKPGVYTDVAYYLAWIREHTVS
# 14-3-3 Bad inh = disrupts binding of bovine 14-3-3 zeta to phospho-Bad peptide; TR-FRET 14-3-3zeta/Dy647-pBad peptide displacement, 1 h; 0.71% of 220,000 active; AID 781; inhibition, % at 21.7 µM; P63103;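 active = inhibition above about 70%, limit read from the data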;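 note: 0% = full 14-3-3 plus peptide FRET controls and 100% = background without 14-3-3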
# Runt-CBFb FRET = blocks binding of human RUNX1 Runt domain to CBFb. Cerulean-Runt/Venus-CBFb FRET ratio 530/480, 1 h. inhibition, % at 20 µM. Q01196+Q13951. AID 1496. 0.46% of 220,000 active;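 active = inhibition over about 50% at 20 µM in the single-dose screen, limit read from the data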;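 note: 0% = DMSO wells and 100% = excess unlabeled CBFb competitor control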
#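 test system = Cerulean-Runt domain fusion protein, energy donor | probe or stimulus = Venus-CBFb binding partner, 100 nM | incubation = two 1 h room-temperature incubations shielded from light | detection = fluorescence energy transfer, 422 nm excitation, 530/480 nm emission | measure = loss of energy transfer signal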
# Wee1 stabilizer = inhibitors of human Wee1 degradation | reporter increase, % at 5 µM | 1.2% of 220,000 active | HeLa Luc-Wee1K328M stability, luciferase luminescence; 100% = proteasome inhibitor MG132 effect | P30291 | AID 1321;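 active = activation above the mean of all tested compounds plus 3 SD, set per screening run, cut at about 8.8% in these data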;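 note: cells exposed to compound for 20 h before luminescence read; 0% = DMSO alone and 100% = MG132 at 30 µM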
# KLK5 inh = kallikrein 5 (human) inhibition. Q9Y337. recombinant hK5, fluorogenic AMC substrate cleavage. inhibition, % at 5 µM. 0.59% of 210,000 active. AID 873;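 active = inhibition of 40% or more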;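 note: 0% = enzyme controls without compound and 100% = no-enzyme blanks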
# Thrombin inh = blocks human thrombin protease activity; 0.26% of 220,000 active; P00734; alpha-thrombin, Boc-VPR-AMC fluorogenic substrate cleavage; AID 1046; inhibition, % at 5 µM;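 active = inhibition at or above 40%; inactive = inhibition below 40%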;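 note: 0% = enzyme with no compound and 100% = wells without enzyme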
#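 Material: human alpha-thrombin protein. Incubation: reaction at ambient temperature. Technique: fluorescence of released AMC, ex 355 nm, em 460 nm. Control set: no-compound enzyme wells and no-enzyme blanks. Also added: Boc-VPR-AMC substrate, 15 µM final. Buffer or medium: pH 7.5 Tris (50 mM) with NaCl 150 mM, Tween 20 0.05%.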
# Runt-SMMHC FRET = Runt domain-CBFb-SMMHC interaction inhibition | Q01196+Q13951 | Cerulean-Runt/Venus-CBFb-SMMHC FRET ratio 530/480, 1 h | inhibition, % at 20 µM | 0.74% of 220,000 active | AID 1434;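 active = mean inhibition across duplicate retests at 20 µM reaching about 50%, limit read from the data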;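 note: 0% = DMSO wells and 100% = wells with excess untagged CBFb-SMMHC; inhibitors lower the FRET ratio by blocking Runt binding to CBFb-SMMHC; some results filed as inactive read as strong as hits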
# FXIa inh 1536 = inhibitors of human coagulation factor XIa. 0.14% of 220,000 active. purified FXIa, Boc-Glu-Ala-Arg-AMC fluorogenic substrate. P03951. inhibition, % at 5 µM;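 active = inhibition of at least 40%; inactive = inhibition below 40%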;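 note: fluorescence of freed AMC excited at 355 nm; 0% = enzyme without compound and 100% = no enzyme blank; many of its hits are not listed in these tables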
# An asterisk follows results filed as active; . = no result given; & = joins results of further samples; [ ] = another dose, or the depositor's remark.
Hck Nef HTS	Runt-SMMHC FRET	Runt-CBFb FRET	Thrombin inh	FXIa inh 1536	KLK5 inh	FXIIa inh	Wee1 stabilizer	14-3-3 Bad inh	smiles
-3	-1	1	1	5	-6	13	0	-5	Cc1cccc(NC(=S)NCc2ccc3[nH]c4c(c3c2)CCCC4)c1
21	0	0	-2	8	10	2	2	-14	COc1ccc(OCC(=O)NNC(=O)c2cccc(C)c2)cc1
-10	-1	0	-9	-5	-3	-2	0	2	O=C(Nc1nccs1)[C@@H]1CCCN1C(=O)c1cccs1
3	0	-2	-6	5	-8	4	-1	17[fluorescence artefact?]	N/C(=N\OS(=O)(=O)c1ccccc1)c1cccnc1
-2	0	-2	-2	-3	-11	6	2	17	CCc1ccccc1NC(=O)CSc1nc2n[nH]c(C)c2c(=N)n1-c1cccc(OC)c1
3	-6	-1	-10	-6	-16	6	1	-1	O=C1c2ccccc2-c2nc3ccccc3nc21
3	1	2	-4	1	-14	4	0	-5	O=C(NC(=S)N1CCN(c2ccc(Cl)cc2[N+](=O)[O-])CC1)c1ccco1
9	-3	-2	1	1	15	12	2	-13	Cc1c(C(=O)C(=O)NCCCn2ccnc2)c2ccccc2n1C
20	.	.	12	-7	-3	5	4	1	Cc1oc(-c2cccc(Cl)c2)nc1CN(C)C1CCOC1 (stereo not given)
14	3	-3	-2	-6	-9	10	0	-5	COC(=O)C(CC(C)C)NC(=O)C(Cc1ccccc1)NC(=O)C1CCCN1C(=O)OC(C)(C)C (stereo not given)
1	1	1	4	5	-11	33	-1	4	Cc1cccc(CSCCNC(=O)Nc2ccccc2)c1
17	-1	-1	-3	-2	-1	3	-1	-2	Cc1ccccc1NC(=O)CCC(=O)OCC(=O)c1cccc([N+](=O)[O-])c1
3	-2	-14	-4	-2	0	7	0	-72	COCCN(CCOC)S(=O)(=O)c1ccc(C(=O)Nc2nc(-c3ccccc3)c(C(=O)c3ccccc3)s2)cc1
1	143*	101*	-5	13	1	23	0	-7	CN1CCc2c(sc(N)c2C(N)=O)C1
22	-1	-3	-4	1	0	14	-3	-17	CCCCn1c(N)c(N(CCOC)C(=O)COc2ccc(Cl)cc2)c(=O)[nH]c1=O
1	-4	2	1	-3	-22	19	-3	-2	CCC(C)c1ccc(O)c(NC(=O)c2cccnc2)c1 (stereo not given)
-6	.	.	0	4	-9	9	-2	0	Cc1ccc2nc(NCCCO)[nH]c2c1
16	42	19	-1	4	-27	10	1	9[fluorescence artefact?]	COc1ccc(-c2ccc(CCC(=O)O)n2NC(=O)c2cccs2)cc1
8	-1	-1	-2	-13	0	6	4	-3	COc1ccc(C(=O)Nc2cccc(C(C)=O)c2)cc1OC
1	2	0	0	-4	-2	7	2	11[fluorescence artefact?]	Cc1cc(C)c(S(=O)(=O)N2CCN(CCO)CC2)c(C)c1
0	-7	1	-6	-6	7	-1	0	-8	Cc1[nH]nc2c1/C(=N/O)CC(c1ccccc1)C2 (stereo not given)
4	-5	1	-8	-3	-7	11	2	17	CCn1c(=O)c2cc(C(=O)Nc3cc(C)on3)sc2c2ccccc21
-10	1	2	3	6	-4	12	-1	8[fluorescence artefact?]	CCN(CC(=O)Nc1ccc2c(c1)OCCO2)S(=O)(=O)c1ccc(C)cc1
-6	-1	1	1	-1	.	4	1	-8	Cc1ccc(S(=O)(=O)N(CC(=O)NCCSCc2ccco2)c2ccc(F)cc2)cc1
2	-3	1	3	2	-9	23	4	8	COC(=O)c1cn(CC(=O)NCc2cccs2)c2ccccc12
-4	6	-2	0	7	-11	12	-1	-8	COc1cc(C2NC(=O)CS2)cc(OC)c1OC (stereo not given)
23&4	0&2	3&3	-1	2&4	2&-15	7&-9	3&-1	2&-8	Cc1cc(=O)n2[nH]c(-c3ccc(C(C)(C)C)cc3)cc2n1
7	-51	-32	-2	6	0	6	0	10	Oc1ccc(Cl)cc1C1=Nc2ccccc2N=C(c2ccco2)C1
18	1	2	-8	-1	2	2	-1	-12	O=C(CCCOc1ccc(Cl)cc1Cl)Nc1ccccn1
1	-8	-5	-2	-1	5	7	0	4	COc1ccc(OC)c(CCNC(=O)CS(=O)(=O)Cc2nc(-c3ccccc3C)oc2C)c1
16	-3	-2	-1	-9	-5	4	2	-6	O=C(Nc1nnc(-c2ccco2)o1)c1cccc(Cl)c1
1	-3	1	1	-1	-6	8	3	0[fluorescence artefact?]	Cn1c(=O)c2c(ncn2CC(=O)Nc2nnc(Cc3ccccc3)s2)n(C)c1=O
13	0	0	-4	3	1	6	0	-4	CC1(C)C2CCC1(CS(=O)(=O)N1CCC(C(=O)O)CC1)C(=O)C2 (stereo not given)
21	0	-2	-8	-5	0	3	-1	-14	CN(c1ccccc1)P(=O)(N(C)c1ccccc1)N(C)c1ccccc1
17	2	0	-3	-7	4	4	0	-5	Cn1c(=O)[nH]c(=O)c2c1nc(SCCN1CCOCC1)n2Cc1ccccc1
-1	2	0	-2	-14	-49	-9	0	-16	COc1ccccc1C1C2CCCCC2(O)CCN1CC(=O)Nc1ccccc1 (stereo not given)
-16	1	0	1	-2	-2	6	-2	-7	O=C(Cn1nc(-c2ccc(N3CCOCC3)c([N+](=O)[O-])c2)c2ccccc2c1=O)N1CCCCC1
3	4	-1	4	6	0	18	-1	-5	CC(C)(C)C(=O)CN1CCN(S(=O)(=O)c2ccc(F)cc2)CC1
0	0	-1	-1	4	-7	-7	0	-2	COc1ccc(C(CC(=O)NC(C)(C)C)n2cccc2)cc1 (stereo not given)
10	-7	-1	0	3	-20	10	-2	17	COc1ccc([N+](=O)[O-])cc1COc1cc(C)cc2oc(=O)cc(-c3ccccc3)c12
0	-16	-1	2	10	-5	12	-1	-6	CC1(C)c2ssc(=S)c2-c2ccccc2N1C(=O)CSC1=NCCS1
3	1	-1	-6	7	-11	11	1	-17	Cc1ccc(NC(=O)CCC(=O)NNC(=O)COc2ccccc2)c(C)c1
1	0	-8	3	3	-15	17	2	-8	CCOC(=O)c1c(-c2ccccc2)nc2cc(C)ccn12
11	2	2	1	6	-28	17	6	55	c1ccc(-c2cc(N3CCOCC3)nc3ccccc23)cc1
2	-1	3	-5	-4	1	9	0	-5	CC1CCN(C(=S)Nc2cccc(S(=O)(=O)N(C)C)c2)CC1
-23	-3	-2	6	-1	3	14	2	-3	COc1ccc(-c2nc(CSCC(=O)NCCC3=CCCCC3)c(C)o2)cc1OC
-3	-5	-1	-4	-4	-4	2	24*	-1[fluorescence artefact?]	Cc1cccc(-n2cc(-c3ccccc3)c3c(NN4CCOCC4)ncnc32)c1
26	15	4	6	-6	-8	3	6	-19	CC(C)C(=O)OC/C(O)=C(\C#N)c1nc2ccccc2[nH]1
8	-1	-2	2	12	0	15	2	9	Cc1cc(C)c(C#N)c(SCc2ccccc2)n1
-2	-6	-2	1	5	-8	12	6	4	Cc1ccnc(NC(=O)Nc2ccc3c(c2)N(C)C(=O)CS3)c1
23	5	-2	-7	-6	-4	1	-1	6	CCc1nnc(NC(=O)C2(C)COC(c3ccc(OC)cc3)OC2)s1 (stereo not given)
0	-23	-3	-2	0	-3	9	-2	22	Cc1ccc(S(=O)(=O)C(C#N)c2nc3ccccc3nc2OC(C)C)cc1 (stereo not given)
-1	1	-1	0	4	-11	14	-1	1	O=C(COC(=O)c1cncc(Br)c1)NCCC1=CCCCC1
8	-114	0	-2	6	-7	16	2	-1[fluorescence artefact?]	Cc1ccc2c(c1)c1c(n2C)C(C(N)=O)CCC1 (stereo not given)
16	-2	1	-5	-4	-2	0	-2	-8	O=c1[nH]c2ccc(S(=O)(=O)NCCO)cc2[nH]1
3	1	-1	1	3	-4	4	-3	-15	O=C1CCCCC1c1cccc2ccccc12 (stereo not given)
4	-7	-2	-8	7	-22	-5	-1	-23[fluorescence artefact?]	COC(=O)c1ccccc1NC(=O)CSc1nccn1C
2	3	2	-12	-5	-10	3	7	4	CCCC(C)NC(C)C(=O)NC1CCCC1 (stereo not given)
24	1	-1	3	7	3	17	-1	7	CC(C)CCNC(=O)Cc1ccc(Nc2nc(=S)[nH]c3ccccc23)cc1
21	-4	9	1	-3	0	4	-2	-23	N#Cc1c(-c2ccccc2Cl)cc(-c2ccccc2)[nH]c1=S

# A different layout for part of the listing above.
mol,Hck Nef HTS,Runt-SMMHC FRET,Runt-CBFb FRET,Thrombin inh,FXIa inh 1536,KLK5 inh,FXIIa inh,Wee1 stabilizer,14-3-3 Bad inh
COc1ccccc1C1C2CCCCC2(O)CCN1CC(=O)Nc1ccccc1 (stereo not given),-1,2,0,-2,-14,-49,-9,0,-16
CCCC(C)NC(C)C(=O)NC1CCCC1 (stereo not given),2,3,2,-12,-5,-10,3,7,4

# Entries of single compounds as entered above.
# Profile of `CN(c1ccccc1)P(=O)(N(C)c1ccccc1)N(C)c1ccccc1` → Hck Nef HTS: 21; Runt-SMMHC FRET: 0; Runt-CBFb FRET: -2; Thrombin inh: -8; FXIa inh 1536: -5; KLK5 inh: 0; FXIIa inh: 3; Wee1 stabilizer: -1; 14-3-3 Bad inh: -14
# Profile of `COC(=O)c1ccccc1NC(=O)CSc1nccn1C` → Hck Nef HTS: 4; Runt-SMMHC FRET: -7; Runt-CBFb FRET: -2; Thrombin inh: -8; FXIa inh 1536: 7; KLK5 inh: -22; FXIIa inh: -5; Wee1 stabilizer: -1; 14-3-3 Bad inh: -23[fluorescence artefact?]

# The results go on.
Hck Nef HTS	Runt-SMMHC FRET	Runt-CBFb FRET	Thrombin inh	FXIa inh 1536	KLK5 inh	FXIIa inh	Wee1 stabilizer	14-3-3 Bad inh	smiles
19	-3	-10	-6	-8	-4	2	1	64	CC(=O)N1CCCN(Cc2cn(-c3ccc(C)cc3)nc2-c2ccc(F)cc2)CC1
-2	0	-1	-5	4	-8	8	4	-11	O=C1CN(C(=O)c2cc(Br)c(Br)s2)c2ccccc2N1
-8	1	3	3	1	3	11	-3	-6	O=c1ccc(NS(=O)(=O)c2ccccc2Cl)cn1Cc1ccc(Cl)c(Cl)c1
-21	0	0	-4	-3	-2	2	-3	-2	CCOC(=O)C1CCN(C(=O)COC(=O)COc2ccc(Cl)cc2)CC1
22	0	-5	-3	-9	-2	6	2	-12	CN=C1S/C(=C\c2cn(CC(=O)OC)c3ccccc23)C(=O)N1C
2	11	10	21	-11	-2	-4	3	-5	O=C(O)/C=C/c1nc(-c2ccccc2)n2ccccc12
17	0	2	2	1	4	12	2	2	CCO[C@@H]1OC(C(=O)O)=C[C@H](C)[C@H]1CCCO
-3	-5	-3	0	1	-8	7	0	-1	O=C(N/N=C/c1cc(Cl)cc([N+](=O)[O-])c1O)C1CC1
0	0	-1	3	1	-9	11	3	0	COc1ccccc1NC(=O)N(Cc1ccccc1)c1ccccn1
0	-3	-3	-11	-8	-21	-4	4	-3	Cc1cc(C)nc(/N=C(\N)Nc2ccc(C)c([N+](=O)[O-])c2)n1
5	3	-3	-1	4	-18	11	-3	-25[fluorescence artefact?]	Cc1cc(/C=C2/SC(=O)NC2=O)c(C)n1-c1ccc(N2CCOCC2)cc1
18	-2	0	-10	-7	1	-1	-4	0	O=C(COC(=O)CNS(=O)(=O)/C=C/c1ccccc1)Nc1cccc2ccccc12
18	3	-2	4	9	20	19	-1	15	Cc1nc2ccc([N+](=O)[O-])cc2nc1C
4	6	-2	-2	-2	-5	10	5	5	O=C(CSc1nc2ccccc2n1CC(=O)N1CCCC1)N1CCN(C(=O)c2ccco2)CC1
